TDP43 rescue: qHTS of TDP-43 Inhibitors; Potency, µM (top dose mostly 46.1 µM), inactives show at the top dose growth rescue (activation), actives largely listed as activators; TDP-43 expressing yeast growth rescue, BacTiter-Glo, 24 h; 1.8% of 410,000 active; note: potency is the fitted concentration of half-maximal effect; % of control where 0% means no effect; nearly all actives have a fitted effect of over 50% in size
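Yeast expressing TDP-43 (pregrown in raffinose, seeded at OD600=0.02 in galactose medium) exposed to compounds 24 hr at 30 deg C. Growth read by BacTiter-Glo luminescence; rescue of toxicity appears as increased signal.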
GLP1R cytotox: qHTS of GLP-1 Receptor Inverse Agonists: Cytotox Screen | 0.13% of 410,000 active | HEK293 cAMP-luciferase reporter cells, luminescence, 24 h | Potency, µM (doses to about 38.3 µM), inactives show at the highest dose activity change, negative = inhibition, actives largely listed as inhibitors;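 note: loss of luciferase light is scored as toxicity; potency is the fitted concentration of half-maximal effect; % is set by controls: 0 for no effect and ±100 for the full control effect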
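A 23 nL compound transfer followed 12 hours of cell culture at 37 deg C; exposure then lasted 24 hr. Luciferase assay detection reagent was dispensed and plates read for luminescence after a 12 min room-temperature wait.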
PTHR1 agonist: qHTS for PTHR1 Agonists: Primary Screen; Parathyroid hormone/parathyroid hormone-related peptide receptor (Homo sapiens), Q03431; HEK293 GP2 PTHR1 cells, GloSensor cAMP luminescence, 1 h; Potency, µM (doses to about 115 µM), without a hit: top-dose activation, usual class: activators; 0.075% of 410,000 active; AID 743266, 2014; note: potency is the fitted concentration of half-maximal effect; nearly all actives have a fitted effect of over 55% in size; some results filed as inactive show a strong effect at the top dose; inactives centre near -15; many of its hits are not listed in these tables
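HEK-293-derived GP2 cells expressing PTHR1 and a GloSensor cAMP reporter, 3,000/well, plated overnight, given luciferin plus IBMX (each 0.5 mM as added) for 1 h at 37 °C, then compound for 1 h at 37 °C. Luminescence was read after 15 min at room temperature.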
FUS yeast rescue: qHTS for Suppressors of FUS Proteinopathy: Primary screen using FUS-linked yeast assay. S. cerevisiae FUS-expressing, growth rescue, OD600, 24 h. Potency, µM (doses to about 76.6 µM), inactives show at the top dose growth rescue (activation), hits mostly activators. 0.24% of 390,000 active;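 note: potency is the fitted concentration of half-maximal effect; plate controls were DMSO vehicle for no effect and reference control for full effect; nearly all actives have a fitted effect of over 55% in size; some results filed as inactive show a strong effect at the top dose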
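Galactose (2%) drives FUS expression in yeast precultured in raffinose; seeding density OD 0.005. Test compounds incubated 24hr at 30C and 99% humidity before absorbance at 600 nm was measured.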
aSyn rescue: qHTS of alpha-syn Inhibitors | Yeast expressing alpha-synuclein, growth rescue, BacTiter-Glo, 24 h | Potency, µM (highest dose often 46.1 µM), inactives show top-dose growth rescue (activation), hits mostly activators | 0.14% of 370,000 active | AID 652106, 2013; note: potency is the fitted concentration of half-maximal effect; % of control where 0% means no effect; nearly all actives have a fitted effect of over 65% in size
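Rescue of yeast growth: cells expressing toxic alpha-synuclein, induced in galactose at OD600 0.02, incubated with compound 24 h at 30 C. ATP luminescence quantified growth; inhibitors of toxicity appear as activators.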
Mm-Cpn inhibitor: Inhibitors of TCP-1 ring complex (TRiC) of Methanococcus maripaludis (MmCpn): qHTS; 0.031% of 330,000 active; purified Mm-Cpn ATPase, ADP Transcreener TR-FRET; AID 504842, 2011; Potency, µM (titrated, usually from 76.9 µM), inactives show at the highest dose activity, negative = inhibition, most hits filed as inhibitors; note: potency is the fitted concentration of half-maximal effect; % is set by controls: 0 for no effect and ±100 for the full control effect; nearly all actives have a fitted effect of over 80% in size
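Reaction buffer contained 30 mM Tris pH 7.4, 100 mM KCl, 5 mM MgCl2 and 1 mM DTT. Mm-CPN (25 nM final) hydrolysed 10 uM ATP over 30 min at 37°C; ADP was read by HTRF.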
pAkt inh: HTS Assay for Inhibitors of Akt Phophorylation: Primary Screen; 0.32% of 360,000 active; Neuro2A IGF-stimulated pAkt S473 HTRF, 20 min; active compounds read low; activity change, % for hits at 50 µM; AID 651550, 2012; in the data active = activity change below about -80%; inconclusive = mostly about -51% to -80%; note: % is set by controls: 0 for no effect and ±100 for the full control effect
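Neuro2A cells in DMEM with 0.5% FBS, overnight at 37 deg C, given compound at single 50 µM final, then IGF (6 nM final) for 20 min at 37 deg C. Lysed; phospho-Akt Ser473 by HTRF after 24 h, 665/615 ratio.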
GLP1R inv ag: qHTS of GLP-1 Receptor Inverse Agonists (Inhibition Mode) | Glucagon-like peptide 1 receptor (Homo sapiens), P43220 | HEK293 GLP-1R CRE-luciferase, luminescence, 24 h; GLP-1R form is constitutively active | Potency, µM (titrated, usually from 38.3 µM), inactives show top-dose activity change, negative = inhibition, most hits filed as inhibitors | 1.6% of 410,000 active; note: potency is the fitted concentration of half-maximal effect; % is set by controls: 0 for no effect and ±100 for the full control effect; nearly all actives have a fitted effect of over 55% in size
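Assay principle: reduced luminescence from a cAMP-responsive reporter in HEK293 cells co-expressing a constitutively active GLP-1R. Conditions: 24 hr compound incubation, 37 deg C, 5% CO2.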
Abeta yeast res: qHTS for compounds that reverse cellular toxicity of Amyloid beta (A-beta) peptide in yeast: Primary Screen; yeast expressing A-beta42, growth rescue, OD600, 48 h; response scale: 0% DMSO, 100% iron-clioquinol control; Potency, µM (titrated, usually from 46.1 µM), without a hit: top-dose growth rescue, usual class: activators; 0.063% of 410,000 active; note: potency is the fitted concentration of half-maximal effect; nearly all actives have a fitted effect of over 55% in size
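Yeast growth medium received pinned compounds, then yeast cells expressing toxic A-beta were added; plates incubated at 30 C for 48 hr. Growth read as absorbance at 600 nm, normalized to DMSO and equimolar FeCl3 plus clioquinol controls.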
Numbers without * were called inactive; i = inactive; ? = inconclusive; nt = no result given; [ ] = remark or other dose. Unless noted, calls come from the whole dose curve; as a rule, active = well fitted curve in the direction sought with a large enough effect; inconclusive = small, poorly fitted or top-dose-only effect, or another doubt; inactive = no such curve, though single readings can be large; an effect the other way counts as inactive or inconclusive. This is a subset; the hit share may differ from the screen's.

SMILES | TDP43 rescue | GLP1R cytotox | PTHR1 agonist | FUS yeast rescue | aSyn rescue | Mm-Cpn inhibitor | pAkt inh | GLP1R inv ag | Abeta yeast res
O=C(CNC(=O)c1ccccc1F)Nc1ccccc1C(F)(F)F | -4% | -7% | -20% | 10% | 2% | 4% | i | 13% | -8%
O=C(NN=Cc1ccccc1O)C(O)(c1ccccc1)c1ccccc1 | 24% | -29% | i | nt | 3% | nt | i | ? | 12%
O=C1Nc2ccccc2-c2nnnn2C1N1CCC(Cc2ccccc2)CC1 (stereo unspecified) | 0% | -3% | i | -3% | 1% | nt | i | ? | 11%
O=c1[nH]c(CSc2nnc(-c3ccccc3)n2-c2ccccc2)nc2ccccc12 | -2% | 2% | -18% | -4% | 0% | -4% | i | 8% | -12%
COc1cccc(NC(=O)N2CCCCCC2)c1 | 22% | -25% | i | 4% | -3% | -6% | i | 6% | 15%
COc1cc(C(=O)Nc2ccncc2)cc(OC)c1OC | -16% | 8% | i | 8% | -6% | -3% | i | 7% | 2%
O=C(Cn1nc(C(=O)O)c2ccccc2c1=O)Nc1cc(Cl)cc(Cl)c1 | -13% | -12% | -3% | 3% | -1% | -3% | i | -11% | -14%
O=C(NNC(=O)c1cc(S(=O)(=O)N2CCCCC2)ccc1Cl)c1ccccc1O | 11% | -6% | -24% | -29% | 0% | 1% | i | ? | -41%[inhibitor]
CCCCN(CC)Cc1ccc(CNC(=S)Nc2cccc(F)c2)o1 | -25% | -2% | -3% | 30% | -3% | -1% | i | ? | -7%
COc1cccc(C(=O)NC2CC3CCC(C2)N3Cc2ccccc2)c1 (stereo unspecified) | 1% | 3% | i | -6% | -7% | -19% | i | -7% | 0%
Cc1[nH]c(C)c(S(=O)(=O)N2CCN(c3ccccc3F)CC2)c1C(=O)N1CCCCC1 | -6% | -6% | i | 8% | 0% | 3% | i | -8% | 4%
O=C(NCC(=O)N(c1cnc2ccccc2c1)C(C(=O)NC1CCCC1)c1ccncc1)c1ccco1 (stereo unspecified) | -12% | 8% | i | 8% | -3% | 0% | i | 5% | -12%
CCOC(=O)CCCNC(=O)c1cncc(Br)c1 | -10% | 10% | i | 23% | 0% | 1% | i | -2% | 21%
CNc1c(NS(=O)(=O)c2ccc(OC)c(Cl)c2)c(=O)oc2ccccc12 | -9% | -13% | -8% | 1% | 0% | 5% | i | ? | 3%
Cc1ccc(S(=O)(=O)Nc2cccc3c2O[C@H](CN(C)C(=O)Nc2ccc(C(F)(F)F)cc2)[C@@H](C)CN([C@H](C)CO)C3=O)cc1 | 8% | -3% | -30% | ? | -7% | 1% | i | 0% | -9%
Cc1c(C(=O)O)[nH]c2c1C(=O)CC(c1ccc(Cl)cc1)C2 (stereo unspecified) | -6% | 2% | i | -2% | -1% | -1% | i | -7% | 17%
COc1ccc(CNc2ncnc3c2[nH]c2ccccc23)cc1 | -20% | 0% | -11% | ? | 1% | 0% | i | ? | -16%
COc1ccccc1CC(=O)Nc1ccc2nc(Nc3cccc(Cl)c3)cc(C)c2c1 | ? | -19% | -18% | ? | nt | nt | nt | ? | -12%
O=C(NCC1CCOCC1)c1cc(COc2cccc(C(F)(F)F)c2)on1 | 17% | -17% | -41%[inhibitor] | -3% | 5% | 1% | i | ? | 12%
Cc1cccc(/C(N)=N/OC(=O)c2ccncc2)c1 | ? | -4% | -4% | -10% | -10% | -25% | i | 19% | -22%
O=c1cc(Cl)c(-c2ccccc2)nn1Cc1ccc(Cl)cc1 | ? | 10% | -16% | 30% | -2% | -2% | i | ? | -21%
CC(=O)Nc1cccc(-c2cc(N3CCN(CCO)CC3)n3nccc3n2)c1 | 9% | -3% | -5% | -8% | -2% | nt | i | 8% | 1%
CCN(CC)S(=O)(=O)c1ccc2c(c1)N(CC(=O)N1CCN(c3ccc(Cl)cc3)CC1)C(=O)CO2 | -6% | -10% | i | 33% | nt | nt | nt | -20% | 2%
Cc1ccccc1C(=O)Nc1cc2c(cc1N1CCCCC1)n(C)c(=O)n2C | ? | 2% | -18% | 22% | nt | nt | nt | 29% | -11%
Cn1c(SCC(=O)c2ccc(F)cc2)nc2cccnc21 | 6% | -6% | -4%[57.5 µM] | 4% | 7% | -1% | i | 39%[activator] | -5%
O=C(NCCCNC(=O)c1cnccn1)c1ccc(Cl)c(Cl)c1 | -11% | -6% | -5% | -3% | 2% | -1% | i | -15% | 5%
CN(C)S(=O)(=O)c1ccc(Cl)c(NC(=O)CN2C(=O)NC3(CCc4ccccc43)C2=O)c1 (stereo unspecified) | -4% | -11% | -7% | 40% | 2%[1.84 µM] | -1% | i | 5% | -1%
CCOc1ccc(-c2c[n+]3c(n2-c2ccccc2)CCCCC3)cc1 | 6% | -22% | -40%[inhibitor] | -8% | 0% | 2% | i | ? | 0%
CCn1c(SCC(=O)Nc2nc(C)cs2)nnc1-c1ccco1 | 1% | 0% | i | 4% | -2% | 0% | i | 1% | 4%
C1=NN(c2ccccc2)C=NN1c1ccccc1 | 11% | -28% | i | nt | 4% | nt | i | ? | 0%
O=C(c1cccnc1)N1CCC(Oc2ccc(C(=O)N3CCCCO3)cc2)CC1 | 5% | 11% | i | -16% | -5% | -1% | i | 9% | 2%
Cc1cc(NC(=O)CSc2nc(-c3ccco3)cc(C(F)(F)F)n2)no1 | -15% | ? | i | -7% | -4% | 1% | i | ? | -2%
CCN(C[C@H]1N[C@@](Cc2ccccc2)(C(=O)OC)[C@H]2C(=O)N(Cc3ccccc3)C(=O)[C@@H]12)S(=O)(=O)c1ccccc1 | 15% | 2% | i | 24% | 8% | -4% | i | -23% | 6%
COc1ccc(CCN2C(=O)c3ccccc3C2c2nnnn2C(C)C)cc1OC (stereo unspecified) | ? | 1% | i | -3% | -1% | nt | i | 26% | 3%
CC(C)(C)c1ccc(OCc2ccc(C(=O)N/N=C/c3ccc([N+](=O)[O-])cc3)o2)cc1 | -1% | -2% | i | 13% | -2% | 2% | i | ? | -4%
CCCC(C(=O)Nc1ccc(S(=O)(=O)Nc2ncccn2)cc1)c1ccccc1 (stereo unspecified) | 0% | -20% | -28% | nt | 10% | 1% | i | -12% | 14%
COc1cc(/C=N/Nc2ccc(F)cc2F)cc(OC)c1OC | 23% | -19% | i | -26% | 3% | 1% | i | ? | 0%
CC1N=C2c3ccccc3N=C(SCc3cc(=O)n4cc(Cl)ccc4n3)N2C1=O (stereo unspecified) | 12% | -8% | -5%[57.5 µM] | 9% | 4% | 2% | i | 23% | -7%
CCN1CCN(c2ccc(NC(=O)COc3ccc([N+](=O)[O-])cc3)cc2)CC1 | 18% | -3% | i | nt | 7% | -2% | i | ? | 1%
N/C(Cc1ccc([N+](=O)[O-])cc1)=N\OC(=O)c1ccc(Br)o1 | ? | -6% | i | -28% | -25% | 0% | i | 4% | ?
Cc1nc(=O)c(-c2ccccc2)c(C)n1CCCCCC(=O)O | -2% | -3% | -6%[57.5 µM] | 0% | 8% | 0% | i | 3% | 10%
CCN(c1ccccc1C)S(=O)(=O)c1nnc(NC(=O)c2ccccc2C)s1 | 9% | -19% | 0% | 5% | nt | nt | nt | ? | 6%
CCC(C)(C)NC(=O)CN(Cc1ccco1)C(=O)CCC(=O)Nc1nccs1 | -17% | 3% | -4% | 1% | 4% | 0% | i | 11% | -3%
COc1ccc(NC(=O)c2cc3c([nH]c2=O)CC(c2ccccc2)CC3=O)cc1 (stereo unspecified) | 6% | 1% | i | -12% | nt | nt | nt | -8% | -20%
O=C(Nc1ccn(CCCN2CCN(Cc3ccc(F)cc3)CC2)c(=O)n1)OCc1ccccc1 | 14% | 1% | i | -14% | -5% | nt | i | -29% | 2%

An excerpt from above in order of count of non-hydrogen atoms, largest number first.
SMILES | TDP43 rescue | GLP1R cytotox | PTHR1 agonist | FUS yeast rescue | aSyn rescue | Mm-Cpn inhibitor | pAkt inh | GLP1R inv ag | Abeta yeast res
O=C(NCC1CCOCC1)c1cc(COc2cccc(C(F)(F)F)c2)on1 | 17% | -17% | -41%[inhibitor] | -3% | 5% | 1% | i | ? | 12%
COc1cc(/C=N/Nc2ccc(F)cc2F)cc(OC)c1OC | 23% | -19% | i | -26% | 3% | 1% | i | ? | 0%
COc1cccc(NC(=O)N2CCCCCC2)c1 | 22% | -25% | i | 4% | -3% | -6% | i | 6% | 15%

Remaining list, next part.
SMILES | TDP43 rescue | GLP1R cytotox | PTHR1 agonist | FUS yeast rescue | aSyn rescue | Mm-Cpn inhibitor | pAkt inh | GLP1R inv ag | Abeta yeast res
COc1ccc(-n2ncc3c(NCCN4CCOCC4)ncnc32)cc1 | 13% | 0% | i | -6% | 2% | 0% | i | 0% | -6%
Cc1ccc(Cl)cc1NC(=O)c1cc(S(=O)(=O)N2CCCCCC2)cn1C | ? | -3% | -7% | 9% | nt | nt | nt | 11% | 0%
CCN(CC)c1ccc(NC(=O)c2ccccn2)cc1S(=O)(=O)Nc1ccccc1OC | 0% | -1% | -10% | 21% | -7% | -27% | i | ? | -24%
CCn1ccnc1CNCc1cn(-c2cc(C)ccc2C)nc1-c1ccccc1 | -9% | -42% | i | -2% | 0% | -1% | i | ? | -7%

Screens (PubChem BioAssay)
